# CCR6 antagonist: antagonists of human CCR6 receptor; CHO-K1 CCR6 PathHunter beta-arrestin, luminescence, CCL20-stimulated; inhibition, % at 20 µM; 0.49% of 340,000 active; AID 493098;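 active = compounds whose inhibition of the agonist-driven luminescence signal at 20 µM reaches about 50%, limit read from the data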;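 note: cells stimulated with CCL20 at 14 nM final; plate controls were DMSO with CCL20 for no effect and DMSO without agonist for full effect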
# Target sequence (P51684 whole entry, looked up): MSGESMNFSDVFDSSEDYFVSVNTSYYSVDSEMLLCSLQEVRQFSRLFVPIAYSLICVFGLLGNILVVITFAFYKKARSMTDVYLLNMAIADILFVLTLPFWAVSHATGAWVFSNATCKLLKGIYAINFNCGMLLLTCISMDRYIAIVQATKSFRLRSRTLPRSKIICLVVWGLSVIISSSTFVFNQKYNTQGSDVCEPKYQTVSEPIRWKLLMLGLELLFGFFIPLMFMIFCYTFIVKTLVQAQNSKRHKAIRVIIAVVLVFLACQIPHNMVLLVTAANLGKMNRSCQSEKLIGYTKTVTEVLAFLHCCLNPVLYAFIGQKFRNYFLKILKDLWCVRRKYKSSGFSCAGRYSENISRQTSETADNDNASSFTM
# Gli-Sufu antag: blocks Gli-Sufu signaling in a luciferase reporter | Sufu-KO-LIGHT fibroblasts, Gli luciferase reporter luminescence | inhibition, % at 5 µM | 0.74% of 340,000 active | AID 588413;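 active = inhibition above about 55%, limit read from the data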;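 note: 0% = DMSO-treated cells and 100% = wells with medium but no cells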
# MPTP block: inhibitors of mitochondrial permeability transition pore; isolated mouse mitochondria, Ca2+ swelling absorbance, 30 min; inhibition, % at 10 µM; 1.4% of 360,000 active; AID 602449;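 active = inhibition of 50% or more, scaled per plate between neutral and stimulator controls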;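 note: 0% = DMSO wells given calcium and 100% = 1 mM EGTA wells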
# A3G deaminase: inhibitors of human APOBEC3G DNA deaminase. Q9HC16. recombinant A3G, ssDNA deamination FAM/TAMRA fluorescence. inhibition, % at 20 µM. 0.28% of 330,000 active. AID 493012;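 active = inhibition of at least 40% at 20 µM, with no more than 30% in the related APOBEC3A deaminase screen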;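 note: plate controls were DMSO wells with A3G for no effect and wells lacking A3G enzyme for full effect; some compounds called inactive have numbers as strong as hits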
# EBI2 antag: EBI2 (human) antagonism; AID 651636; 0.81% of 360,000 active; inhibition, % at 5 µM; P32249; EBI2 beta-arrestin recruitment, luminescence, 7a,25-OHC stimulated; in the data active = inhibition above about 38%;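 note: enzyme fragment complementation signal reports receptor beta-arrestin coupling in cells; 0% = agonist plus DMSO wells and 100% = wells without agonist; some results beyond the cut were filed as inactive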
# Target sequence (P32249 whole entry, looked up, the tested form may be a part): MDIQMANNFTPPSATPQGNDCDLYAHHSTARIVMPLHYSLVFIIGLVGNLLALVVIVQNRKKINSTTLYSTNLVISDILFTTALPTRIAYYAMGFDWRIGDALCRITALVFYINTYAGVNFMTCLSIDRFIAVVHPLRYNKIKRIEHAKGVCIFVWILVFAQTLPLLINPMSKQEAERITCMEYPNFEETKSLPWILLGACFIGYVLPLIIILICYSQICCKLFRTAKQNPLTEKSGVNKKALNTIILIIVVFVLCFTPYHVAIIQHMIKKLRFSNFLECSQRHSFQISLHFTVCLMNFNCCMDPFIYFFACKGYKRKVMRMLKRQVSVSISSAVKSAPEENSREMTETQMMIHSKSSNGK
# A3A deaminase: blocks human APOBEC3A ssDNA deamination; 0.41% of 330,000 active; inhibition, % at 20 µM; P31941; recombinant A3A, FAM/TAMRA ssDNA deamination fluorescence; AID 493011;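 active = at least 40% inhibition at 20 µM here, with at most 30% in a related deaminase screen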;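 note: plate controls were A3A with DMSO for no effect and wells lacking A3A enzyme for full effect; some results filed as inactive read as strong as hits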
# CXCR6 inh: CXCR6 (human) receptor inhibition. O00574. CHO-K1 PathHunter CXCR6 beta-arrestin, luminescence. inhibition, % at 20 µM. 0.36% of 360,000 active; in the data active = inhibition above about 34%, passing the limit was not always enough;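 note: antagonist mode with CXCL16 agonist at 10 nM final; 0% = 10 nM CXCL16 with DMSO and 100% = unstimulated wells without agonist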
# Target sequence (O00574 whole entry, looked up): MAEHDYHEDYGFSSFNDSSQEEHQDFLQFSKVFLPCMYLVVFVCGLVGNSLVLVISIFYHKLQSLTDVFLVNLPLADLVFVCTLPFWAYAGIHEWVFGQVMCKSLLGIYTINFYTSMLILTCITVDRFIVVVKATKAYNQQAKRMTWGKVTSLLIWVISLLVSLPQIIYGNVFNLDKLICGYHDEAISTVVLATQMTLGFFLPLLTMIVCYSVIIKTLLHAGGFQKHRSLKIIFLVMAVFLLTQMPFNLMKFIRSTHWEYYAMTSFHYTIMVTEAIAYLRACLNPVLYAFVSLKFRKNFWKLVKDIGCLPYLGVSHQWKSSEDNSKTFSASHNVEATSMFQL
# GRIN3A LBD mod: modulators (binders) of human NR3A ligand-binding domain. NR3A LBD differential scanning fluorimetry, Tm shift; 0% = protein alone, 100% = glycine-bound protein. 2.5% of 340,000 active. Tm shift relative to glycine control, % at 25 µM. AID 1259313;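 active = melting temperature shift of at least 10% of the positive control shift, at one fixed dose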
# An asterisk follows results filed as active; / = not tested or not shown.
nr	compound	CCR6 antagonist	Gli-Sufu antag	MPTP block	A3G deaminase
1	O=C(COC(=O)C12CC3CC(CC(O)(C3)C1)C2)NC12CC3CC(CC(C3)C1)C2	3	-17	-1.9	-4
2	O=C(COC(=O)C(Cc1ccccc1)NC(=O)c1cccs1)NCc1ccccc1 (centres undefined)	-19	0	0.0	5
3	Cc1ccccc1CS(=O)(=O)Cc1ccc(C(=O)NCCCN2CCCC2=O)o1	5	-4	-1.1	6
4	Cc1ccc(/C=N/NC(=O)CCn2nc(C)cc2C)c(C)c1	4	/	-0.5	-7
5	CCCCC(=O)Nc1nn(CC(C)C)c2nc3ccccc3cc12	15	1	3.5	17
6	Cc1cccc(OCC(=O)Nc2ccc(N3CCN(S(C)(=O)=O)CC3)cc2)c1	-4	3	0.0	-1
7	Cc1ccc2nc(NCCO)nc(-c3ccccc3)c2c1	6	20	4.2	-5
8	Cc1ccccc1NC(=O)Cc1nc(COC(=O)c2cccc(C)c2O)cs1	8	-2	0.3	-6

nr	EBI2 antag	A3A deaminase	CXCR6 inh	GRIN3A LBD mod
1	9	-1	-7	-2
2	5	0	-10	0
3	5	1	-4	0
4	6	1	12	1
5	25	11	4	-2
6	0	-5	-5	-3
7	6	-3	6	0
8	-7	1	-8	-4

# Remaining list, next part
nr	compound	CCR6 antagonist	Gli-Sufu antag	MPTP block	A3G deaminase
9	O=S(=O)(NCC(c1cccnc1)N1CCN(c2ccc(F)cc2)CC1)c1ccccc1 (centres undefined)	-4	1	0.6	-5
10	Cc1ccc(C)c(C(=O)COC(=O)c2ccc(C)c(S(=O)(=O)N3CCOCC3)c2)c1	20	2	0.8	-5
11	CCN(CC)S(=O)(=O)c1ccc(NC(=O)Cn2c(=O)oc3ccccc32)cc1	3	31	1.1	-7
12	COc1ccc(COC(=O)C2CCN(S(=O)(=O)c3ccc(Cl)cc3)CC2)cc1	26	-10	-1.8	-5
13	O=C(CCc1[nH]c2ccccc2c1Sc1ccccc1)NCCO	0	-9	1.6	0
14	O=C(c1ccc(Br)o1)N1CCC(c2nc3ccccc3[nH]2)CC1	0	2	0.5	-2
15	Cc1cc(NC(=O)c2cccnc2)ccc1Br	3	-24	0.7	-1
16	COc1ccc(N(CC(=O)NCCOc2ccccc2)S(=O)(=O)c2ccc(C)cc2)cc1	18	-2	0.7	-4

nr	EBI2 antag	A3A deaminase	CXCR6 inh	GRIN3A LBD mod
9	-17	1	-8	0
10	8	-2	5	0
11	-10	-1	3	0
12	37	-1	1	-2
13	-5	-4	2	-1
14	-5	0	-2	2
15	3	-3	6	1
16	87*	-2	3	2

# Further records
nr	compound	CCR6 antagonist	Gli-Sufu antag	MPTP block	A3G deaminase
17	O=C(O)CCN1C(=O)C2C3CC(C2C1=O)C1C(c2ccccc2)c2sc(=O)n(-c4ccccc4)c2SC31 (centres undefined)	7	1	0.4	4
18	CCOC(=O)C(C(=O)OCC)C(C)(C)/C(C)=N\Nc1ccc([N+](=O)[O-])cc1[N+](=O)[O-]	24	55	4.3	-7
19	Cc1cc(C(=O)Nc2ccc(C(=O)O)cc2)c(C)o1	-15	26	-2.1	-6
20	CCOC(=O)c1c(NC(=O)COC(=O)Cn2c(C(F)(F)F)nc3ccccc32)sc(C)c1C	14	1	-1.2	-1
21	O=C(N/N=C\c1cccc([N+](=O)[O-])c1O)C1COc2ccccc2O1 (centres undefined)	31	-8	-1.0	/
22	CCN(CC)CCCN1C(=O)C(O)=C(C(=O)c2ccco2)C1c1ccc(C)o1 (centres undefined)	17	2	0.2	-6
23	CC(=O)Nc1ccc(S(=O)(=O)NC(C(=O)O)C(C)O)cc1 (centres undefined)	-2	4	1.1	-6
24	CCOC(=O)C1=C(C)N(C)C(=O)NC1c1ccc(C)s1 (centres undefined)	12	0	0.4	-5

nr	EBI2 antag	A3A deaminase	CXCR6 inh	GRIN3A LBD mod
17	-13	2	-7	-3
18	16	-4	2	3
19	-2	-3	-1	-2
20	-2	3	2	-7
21	15	/	9	-4
22	-10	-4	-3	-12
23	-10	-7	5	-1
24	3	-4	9	1

# One compound at a time, from the list above. Values in the order: CCR6 antagonist, Gli-Sufu antag, MPTP block, A3G deaminase, EBI2 antag, A3A deaminase, CXCR6 inh, GRIN3A LBD mod
# CCOC(=O)C1=C(C)N(C)C(=O)NC1c1ccc(C)s1 (centres undefined) as listed: 12, 0, 0.4, -5, 3, -4, 9, 1
# CCOC(=O)c1c(NC(=O)COC(=O)Cn2c(C(F)(F)F)nc3ccccc32)sc(C)c1C as listed: 14, 1, -1.2, -1, -2, 3, 2, -7
# CCN(CC)CCCN1C(=O)C(O)=C(C(=O)c2ccco2)C1c1ccc(C)o1 (centres undefined) as listed: 17, 2, 0.2, -6, -10, -4, -3, -12
# Cc1cc(C(=O)Nc2ccc(C(=O)O)cc2)c(C)o1 as listed: -15, 26, -2.1, -6, -2, -3, -1, -2

# New compounds follow:
nr	compound	CCR6 antagonist	Gli-Sufu antag	MPTP block	A3G deaminase
25	CCCc1nc2ccccc2c(C(=O)N(CC)CC(=O)NCc2cccs2)c1CC	3	2	-1.7	5
26	COc1cccc(CNS(=O)(=O)c2ccc3c(c2)N(C(C)=O)CCO3)c1	15	-6	-0.8	1
27	O=C(CNCc1ccc(Cl)cc1)Nc1ccc(C(=O)N2CCCCC2)cc1	3	18	-0.9	-1
28	Cc1ccc(S(=O)(=O)N(CC(=O)Nc2ccc(Cl)c([N+](=O)[O-])c2)C2CCCCC2)cc1	26	-10	91*	-3
29	COc1ccc(-c2coc3cc(O[C@@H]4O[C@H](CO)[C@@H](O)[C@H](O)[C@H]4O)ccc3c2=O)cc1	9	-78	-1.8	-9
30	CCN(C(=O)c1ccc2c(=O)n3c(nc2c1)CCCCC3)c1cc(OC)ccc1OC	13	3	-1.6	-2
31	Cn1c(N)c(C(=O)COC(=O)c2cc3ccccc3cc2O)c(=O)n(C)c1=O	5	-2	0.6	-5
32	CC1=NN(Cc2c(C)nn(Cc3ccccc3)c2C)C(C)(C)C1	4	-3	-0.6	-4

nr	EBI2 antag	A3A deaminase	CXCR6 inh	GRIN3A LBD mod
25	-19	50*	-11	2
26	4	7	-24	2
27	-7	0	6	-4
28	24	0	6	11*
29	-4	-2	-2	0
30	7	1	11	-1
31	6	-3	3	0
32	-6	-1	3	1

# The results go on.
nr	compound	CCR6 antagonist	Gli-Sufu antag	MPTP block	A3G deaminase
33	CCCCNC(=O)CCn1nc(-c2ccc(C)cc2)c2ccccc2c1=O	22	10	2.0	0
34	O=C(/C=C/c1ccccc1)Nc1cc(C(=O)O)cc(C(=O)O)c1	4	24	1.3	-2
35	CCCc1cc(C(=O)NNC(=S)NC(C)c2ccccc2)cs1 (centres undefined)	30	-5	20	-4
36	COc1ccc(CCNC(=O)CCS(=O)(=O)c2cccc3nsnc23)cc1OC	-1	2	-2.1	-5
37	CCOC(=O)c1cccc(C2=CC(=O)C[C@H](c3ccc(OC)cc3)C2)c1	10	-53	0.8	-10
38	CSc1nnc2c(n1)OC(c1ccc(C(=O)O)cc1)N(C(C)=O)c1ccccc1-2 (centres undefined)	2	-2	-2.2	-3
39	Cc1nc2ccc(S(=O)(=O)NCC(=O)N3CCN(c4ccccc4)CC3)cc2s1	-11	-2	-3.2	-4
40	OC(CNCc1ccccn1)c1ccccc1 (centres undefined)	3	1	0.3	-5

nr	EBI2 antag	A3A deaminase	CXCR6 inh	GRIN3A LBD mod
33	-1	1	4	0
34	1	-1	14	1
35	-7	-1	-7	-7
36	2	-6	-2	-2
37	14	-3	8	7
38	-5	-4	-2	1
39	1	1	-12	2
40	-20	-1	0	2

# (continued)
nr	compound	CCR6 antagonist	Gli-Sufu antag	MPTP block	A3G deaminase
41	Fc1ccc(-n2c(-c3ccc4ccccc4n3)n[nH]c2=S)cc1Cl	7	7	-2.8	-6
42	Cc1onc(-c2ccccc2)c1C(=O)N/N=C/c1ccc([N+](=O)[O-])c(O)c1	20	7	-1.7	14
43	O=C(CN1CCN(c2ccccc2)CC1)Nc1nccs1	21	-5	3.3	0
44	CC(=O)N1N=C(c2ccco2)CC1c1cccs1 (centres undefined)	1	-2	-0.4	-5
45	COc1ccc(-c2cc(C(F)(F)F)n3ncc(C(=O)N4CCc5ccccc5C4)c3n2)cc1	14	6	-0.7	-5
46	COc1cc(/C=C2/C(=O)c3cccc([N+](=O)[O-])c3C2=O)c(Br)cc1O	97*	14	134*	/
47	Cc1ccc(C(=O)NCC(=O)OCC(=O)Nc2ccc3[nH]c(=O)[nH]c3c2)cc1	2	-10	-4.8	-1
48	CC(C(=O)Nc1ccccc1C#N)N1C(=O)NC2(CCCCCC2)C1=O (centres undefined)	1	-1	-0.1	-7

nr	EBI2 antag	A3A deaminase	CXCR6 inh	GRIN3A LBD mod
41	4	-13	7	-5
42	-3	4	14	-3
43	-7	0	3	0
44	4	-3	-2	0
45	10	-1	0	-1
46	23	/	86*	-1
47	-2	3	-2	0
48	-3	0	5	-1

# The closing two entries of the section before lead into the next:
nr	compound	CCR6 antagonist	Gli-Sufu antag	MPTP block	A3G deaminase
47	Cc1ccc(C(=O)NCC(=O)OCC(=O)Nc2ccc3[nH]c(=O)[nH]c3c2)cc1	2	-10	-4.8	-1
48	CC(C(=O)Nc1ccccc1C#N)N1C(=O)NC2(CCCCCC2)C1=O (centres undefined)	1	-1	-0.1	-7
49	CN(CC1CCCO1)S(=O)(=O)c1ccc(C(=O)Nc2ccc3c(c2)OCO3)cc1 (centres undefined)	7	-7	-1.3	1
50	Cc1ccc(N(CC(=O)NC(C)(C)C)C(=O)CS(=O)CC(=O)Nc2ccc(F)cc2)cc1 (centres undefined)	-14	3	1.3	-10
51	O=C(CCNS(=O)(=O)c1cccc2nonc12)NC1CCCc2ccccc21 (centres undefined)	12	5	-0.9	1
52	CCCOc1cccc(C(=O)Nc2cccc(NC(=O)c3ccco3)c2)c1	8	-14	-0.5	0
53	O=C(CSc1nnc(CNc2ccc(F)cc2)n1Cc1ccccc1)NCc1ccco1	18	3	2.8	-3
54	O=C(Nc1ccc(Cl)cc1)Nc1nnc(Cc2ccc([N+](=O)[O-])cc2)s1	10	-10	83*	-4
55	O=C(NCc1ccccc1F)C1CCCN(S(=O)(=O)c2ccc(-n3cnnn3)cc2)C1 (centres undefined)	-4	-7	-0.1	-1
56	CCCc1cc(=O)oc2cc(C)cc(OCC(=O)NCc3ccncc3)c12	1	8	-1.4	-9

nr	EBI2 antag	A3A deaminase	CXCR6 inh	GRIN3A LBD mod
47	-2	3	-2	0
48	-3	0	5	-1
49	37	6	-9	-6
50	-2	0	5	-1
51	0	5	5	-1
52	4	0	-3	7
53	7	-3	7	2
54	-7	-2	-6	0
55	6	2	-7	0
56	-11	-5	-1	0

# New compounds follow
nr	compound	CCR6 antagonist	Gli-Sufu antag	MPTP block	A3G deaminase
57	CCOC(=O)CSc1nc2c(sc(=S)n2Cc2ccco2)c(=O)n1-c1ccccc1	28	5	-1.9	-7
58	O=C(O)C(c1ccccc1)N1C(=O)c2cccc3cccc(c23)C1=O (centres undefined)	-4	1	1.4	-3
59	Cc1ccc(S(=O)(=O)NC(N)=NCCc2ccc(Cl)cc2)cc1	3	10	2.6	-4
60	COc1ccc(C2C(C(C)=O)=C(O)C(=O)N2CCc2c[nH]c3ccccc23)cc1OC (centres undefined)	-2	-6	0.3	-2
61	COc1cccc(Oc2c(C)oc3c(CN4CCCCC4)c(O)ccc3c2=O)c1	-6	-3	-0.9	-4
62	O=C1NC(=S)N/C1=C/c1cccc([N+](=O)[O-])c1O	46	28	0.7	1
63	O=C(NCc1ccc(F)cc1)C1CCN(S(=O)(=O)N2CCCC2)CC1	-4	-6	1.0	8
64	O=S(=O)(SC1=NCCN1)c1ccccc1	8	-11	-0.5	/
65	COCC(C)NC(=O)COc1nncc2ccccc12 (centres undefined)	-5	36	1.2	-5

nr	EBI2 antag	A3A deaminase	CXCR6 inh	GRIN3A LBD mod
57	31	-1	17	0
58	2	-2	8	-2
59	-9	-1	-12	-2
60	0	-2	-1	0
61	-8	1	0	2
62	6	4	44*	-8
63	3	2	9	-5
64	-12	/	9	-2
65	-6	0	5	1

# Screening results from PubChem.
